# Screening data deposited in PubChem BioAssay by several laboratories.
# Myeloid diff MLP = compounds promoting myeloid differentiation. ER-HoxA9 myeloid progenitors, lysozyme-GFP differentiation, flow cytometry. actives 1% (n = 360,000). calls only at 10 µM;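 active = normalized GFP-positive differentiation at or above the plate's own cutoff, the solvent-only control mean plus 3 SD; inconclusive = no clear call, values can overlap the other calls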;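 also: cells exposed to compound for four days before flow analysis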
# NTR1 agonist = NTR1-driven beta-arrestin-GFP spot formation – imaging, U2OS cells, high content, primary screen (AID 493036); actives 0.17% (n = 330,000); activation, % at 20 µM; agonist mode; P30989;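 active = activation at or above 40% of the spot to cytoplasm intensity ratio, with at least 20 cells analyzed; inconclusive = wells under 20 cells, flagged as cytotoxic or low count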;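 also: 0% = DMSO without peptide and 100% = 100 nM NTR1 peptide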
# Target sequence (P30989 whole entry, looked up): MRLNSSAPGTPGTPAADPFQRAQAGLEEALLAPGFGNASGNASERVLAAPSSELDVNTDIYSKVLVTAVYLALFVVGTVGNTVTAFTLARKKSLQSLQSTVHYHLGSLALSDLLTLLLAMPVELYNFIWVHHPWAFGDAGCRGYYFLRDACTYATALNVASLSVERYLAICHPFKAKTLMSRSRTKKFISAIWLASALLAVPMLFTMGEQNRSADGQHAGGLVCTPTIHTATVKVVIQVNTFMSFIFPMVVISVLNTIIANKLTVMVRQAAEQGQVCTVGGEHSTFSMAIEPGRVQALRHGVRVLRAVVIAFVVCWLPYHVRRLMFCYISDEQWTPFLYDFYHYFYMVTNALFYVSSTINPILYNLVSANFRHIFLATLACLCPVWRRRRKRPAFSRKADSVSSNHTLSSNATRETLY
# HEK293 NOD2/NF-kB = inhibition of NOD2-driven NF-kB reporter – cell-based, luminescence, uHTS, HEK293 (AID 1566). HEK293 NOD2/NF-kB luciferase reporter, luminescence; higher % means a stronger effect. inhibition, % at 4 µM, or EC50 in µM where a hit was titrated. actives 0.63% (n = 290,000); also: many of its hits are not listed in these tables
# KOR beta-arrestin-1 = KOR agonists, beta-arrestin recruitment, primary screen, cell-based, luminescence, uHTS (AID 1777). KOR beta-arrestin recruitment, luminescence; higher % means a stronger effect. activation, % at 10 µM; hits with a dose series show EC50 in µM. actives 0.02% (n = 280,000); in the data active = activation above about 50%, passing the limit was not always enough; also: a part of the inactive calls stands beside numbers as strong as those of hits
# KOR beta-arrestin-2 = KOR antagonists, beta-arrestin recruitment, cell-based, luminescence, uHTS (AID 1778). one-dose inhibition, % at 10 µM; IC50 in µM for titrated hits. KOR beta-arrestin recruitment, luminescence, antagonist mode; higher % means a stronger effect. actives 0.091% (n = 290,000); also: strong numbers were not always called active
# GPR55 activation = selective activators of receptor GPR55 – imaging, U2OS cells, beta-arrestin-GFP redistribution, primary screen (AID 1961). U2OS GPR55 beta-arrestin-GFP redistribution imaging; higher % means a stronger effect. activation, % at 10 µM; hits with a dose series show EC50 in µM. actives 0.048% (n = 290,000);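 active = activation above 40% with more than 50 cells counted in the well; inconclusive = wells holding fewer than 50 cells, flagged as toxic or sparse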;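 also: U2OS osteosarcoma cells stably expressing GPR55 and beta-arrestin-GFP; plate controls were DMSO negative control for no effect and LPI positive control for full effect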
# GPR55 antagonists = GPR55 antagonists blocking LPI-driven arrestin recruitment, primary screen, imaging, U2OS, beta-arrestin-GFP, LPI agonist (AID 2013) | one-dose inhibition, % at 10 µM; IC50 in µM for titrated hits | U2OS GPR55 beta-arrestin-GFP translocation imaging, LPI antagonism; higher % means a stronger effect | actives 0.13% (n = 290,000);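 active = spots per cell inhibited over 60%, with over 100 cells counted and total cytoplasm intensity under 500,000; inconclusive = wells with under 100 cells, flagged as likely toxic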;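 also: U2OS cells stably carrying GPR55 and arrestin-GFP stimulated by 5 µM LPI near EC80; imaged beta-arrestin-GFP aggregate spots per cell after agonist stimulation; plate controls were LPI-stimulated DMSO wells for no effect and DMSO wells without LPI for full effect; some results filed as inactive read as strong as hits; confirmed hits need IC50 under 10 µM and bright autofluorescent wells are also inconclusive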
# T cell HTS = modulates CD8 T cell binding to vesicles; 2C CD8+ T cell-vesicle binding, flow cytometry; hits give low values; calls only at 7 µM; actives 0.068% (n = 330,000);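 active = response, share of CD8 T cells binding vesicles, and their 90th percentile fluorescence all below set limits, cut at about 80% in these data, passing the limit was not always enough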
#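 Also added: QL9-peptide-loaded Drosophila micro-vesicles bearing Ld, ICAM-1 and B7-1; Test system: purified 2C TCR transgenic mouse naive CD8+ T cells; Measured by: cytometric PE anti-B7-1 and Alexa647 anti-CD8 signals after 1% paraformaldehyde fixation; Timing: binding step 1.5 h, 37 °C, antibody labelling 20 min, ice.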
# NOD1 inhibition = inhibition of NOD1-driven NF-kB reporter – cell-based, luminescence, uHTS, primary screen (AID 1578); NOD1-driven NF-kB luciferase reporter cells, luminescence; higher % means a stronger effect; inhibition, % at 4 µM; hits with a dose series show EC50 in µM; actives 1% (n = 290,000); in the data active = inhibition mostly above about 36%, no sharp cut-off; inactive = mostly below about 34%;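 also: HEK-293T reporter cells stimulated with the NOD1 agonist gamma-tri-DAP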
# T cell HTS vesicle-bound % = further read-out of T cell HTS, marked with its call; double positive events, %; measured here: CD8+ vesicle-bound cell fraction;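 binding gate set so that unloaded-vesicle control wells show 10% double positive cells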
# NTR1 agonist cell count 20 µM = further read-out of NTR1 agonist, marked with its call; cell count; measured here: cell count, cytotoxicity flag
# Myeloid diff MLP GFP+ MAC1+ % = further read-out of Myeloid diff MLP, marked with its call; GFP+ MAC1+ double positive, %; measured here: differentiation confirmed by MAC1 staining
# Starred values were filed as active, the others as inactive; i = inactive; u = inconclusive; x = no result given; [ ] = dose if it differs, or a comment. Rule as the data show it, unless noted: active = inhibition above about 50%; inactive = the rest. This is a subset (hit frequency here may not be typical).
SMILES,Myeloid diff MLP,Myeloid diff MLP GFP+ MAC1+ %,NTR1 agonist,NTR1 agonist cell count 20 µM,HEK293 NOD2/NF-kB,KOR beta-arrestin-1,KOR beta-arrestin-2,GPR55 activation,GPR55 antagonists,T cell HTS,T cell HTS vesicle-bound %,NOD1 inhibition
O=C(c1cc(F)ccc1F)C1CCCN(C(=O)CCN2CCCCO2)C1 (stereo unspecified),i,0.0,0.8,69,-10%,-1.1%,-21%,-0.2%,10%,i,29,-29%
COC(=O)CSc1ccc(S(=O)(=O)N2CCOCC2)cc1[N+](=O)[O-],i,0.6,1.7,46,8%,5.0%,13%,-0.3%,13%,i,44,-25%
CCN(CC)CCCNC(=O)C1c2cc(OC)c(OC)cc2C(=O)N(C)C1c1cccs1 (stereo unspecified),i,0.5,-0.3,70,10%,5.3%,-26%,-0.1%,-19%,i,22,-12%
O=C(O)COc1ccc2c(-c3ccccc3)cc(=O)oc2c1,x,x,0.9,42,11%,-1.8%,-16%,0.2%,5%,i,35,-13%
COc1ncnc2c1cnn2-c1ccccc1,i,1.1,1.3,76,-6%,1.0%,-3%,-0.2%,3%,i,49,-23%
COc1cccc(-c2nc(CS(=O)CC(=O)NCc3ccccc3Cl)c(C)o2)c1 (stereo unspecified),i,3.9,-0.2,93,-10%,1.0%,8%,-0.1%,0%,i,29,-19%
COc1ccc(C(=O)COc2ncnc3cc(Cl)ccc23)cc1,i,0.3,0.1,42,-9%,1.1%,9%,0.1%,10%,i,30,-8%
Cc1cc(CNC(=O)c2ccc3c(c2)OCO3)c2ccccc2n1,u,x,0.1,83,4%,-7.8%,-78%,-0.2%,-6%,i,62,23%
CC1(C)CC(=O)C2=C(C1)OC(c1ccncc1)C(C#N)=C2N (stereo unspecified),i,1.1,-2.3,69,-2%,-2.7%,-10%,0.0%,9%,i,6,-16%
COc1ccc(NC(=O)c2ccc(S(=O)(=O)N3CCOCC3)cc2)c(OC)c1,i,1.1,0.4,86,6%,-1.2%,-33%,0.1%,8%,i,45,-18%
CC(Oc1cc2oc(=O)c3c(c2cc1Cl)CCCC3)C(=O)NCC1CCC(C(=O)O)CC1 (stereo unspecified),i,1.2,-0.6,74,14%,-7.1%,1%,-0.1%,15%,i,1,-11%
C/C(=N/NC(=O)CNC(=O)/C=C/c1ccco1)c1ccc(Cl)cc1,i,0.5,1.3,65,-21%,-1.9%,7%[20 µM],-0.2%,-1%,i,19,20%
C=CCNC(=O)c1onc(CSc2ccccc2)c1C(=O)O,i,1.9,-3.1,99,-16%,2.4%,-35%,-0.1%,-18%,x,x,-2%
COc1cc(C(=O)Nc2ccc3c(c2)N(C(=O)CCN(C)C)c2ccccc2CC3)cc(OC)c1OC,i,0.3,-0.6,54,-5%,x,2%[20 µM],-0.1%,12%,i,42,-37%
CC(=O)c1cnc(Nc2cccc(Cl)c2Cl)s1,i,0.2,-1.5,33,-82%,-9.8%,-18%[20 µM],-0.1%,-2%,i,49,-47%
COc1cccc(-c2nnc3sc(-c4cccs4)nn23)c1,i,0.1,-2.1,81,2%,-0.6%,-25%,0.4%,-9%,i,26,24%
COc1ccc(S(=O)(=O)N(C)c2ccc(C(=O)Nc3ccccc3C(=O)N3CCOCC3)cc2)cc1OC,i,0.7,-0.9,70,17%,-0.1%,2%,0.0%,19%,i,10,-21%
O=C(O)c1ccc(N/N=C/c2cc(Br)cs2)cc1,i,0.3,-0.5,94,-34%,-2.5%,0%,-0.2%,10%,i,54,-3%
NNC(=O)Cn1c2ccccc2c2ccccc21,i,0.2,0.5,53,13%,5.4%,25%,0.3%,18%,i,19,-3%
O=C(NC(Cc1ccccc1)C(=O)O)/C(=C\c1ccccc1)NC(=O)c1ccc(Br)o1 (stereo unspecified),i,0.6,1.9,48,-2%,8.2%,-9%,0.1%,4%,i,26,-29%
CCN(CCN(C)C)C(=O)C1CCN(S(=O)(=O)c2c(C)noc2/C=C/c2ccccc2F)CC1,i,5.8,6.1,54,19%,-1.6%,-53%,0.3%,6%,i,32,-23%
O=C(c1ccc(Cl)cc1)C1CCCN(C(=O)/C=C/c2ccccn2)C1 (stereo unspecified),i,0.7,-0.2,64,-17%,5.0%,6%,0.2%,-10%,i,39,23%
CC#CC(=O)NCC1(N(C)Cc2ccccc2)Cc2ccccc2C1,i,0.4,0.5,66,1%,1.6%,-28%[20 µM],0.0%,0%,i,44,-28%
CCOC(=O)c1ccc(NC(=O)CSc2nnc(CNc3ccc(C)cc3)n2C)cc1,i,1.3,-0.4,83,15%,-2.5%,-13%,-0.3%,6%,i,49,-14%
O=C(CSc1nnc(NC(=O)c2c(F)cccc2F)s1)Nc1ccc(F)cc1,i,0.6,-0.7,48,-22%,x,-5%[20 µM],-0.1%,11%,i,53,-52%

# Further results follow.
SMILES,Myeloid diff MLP,Myeloid diff MLP GFP+ MAC1+ %,NTR1 agonist,NTR1 agonist cell count 20 µM,HEK293 NOD2/NF-kB,KOR beta-arrestin-1,KOR beta-arrestin-2,GPR55 activation,GPR55 antagonists,T cell HTS,T cell HTS vesicle-bound %,NOD1 inhibition
Cc1ccc(S(=O)(=O)/N=C(/c2ccc(F)cc2)N(C)C)cc1,i,0.6,-0.6,74,-7%,0.4%,-31%,-0.1%,-8%,i,45,8%
Cc1ccc(C(=O)NC(Cc2c[nH]c3ccccc23)C(=O)O)o1 (stereo unspecified),i,0.0,0.1,56,-2%,-4.2%,9%,-0.1%,-11%,i,21,-28%
O=C(CCN1CCOCC1)Nc1ccc(F)cc1,i,0.5,-0.8,69,-7%,-1.4%,-62%[20 µM],-0.1%,-4%,i,33,-7%
Cc1c(NC(=O)c2ccc(Cl)s2)c(=O)n(-c2ccccc2)n1C,i,0.6,-1.6,48,2%,-1.1%,-2%,-0.3%,-17%,i,43,-30%
CCOC(=O)c1c(N)nn(C(=O)c2ccccc2)c1-c1ccccc1,i,0.6,-1.7,22,15%,-0.2%,-2%[20 µM],-0.1%,-6%,i,52,2%
COC(=O)c1c(NC(=O)CN2CCCc3ccccc32)sc(C)c1C,i,0.5,5.3,89,4%,-3.0%,0%,-0.4%,1%,i,52,5%
CCOC(=O)C1CCN(c2cc3c(cc2NC(=O)c2ccccc2OCC)n(C)c(=O)n3C)CC1,i,0.7,4.7,59,32%,2.2%,-11%,-0.2%,9%,i,7,17%
CCOc1c(N2CCCCC2)c(=O)c1=O,i,1.5,2.2,32,-1%,3.5%,-7%,-0.1%,9%,i,60,-14%
COc1ccc(-n2c(SCC(N)=O)nnc2-c2cccnc2)cc1,i,0.2,-1.0,95,6%,-5.7%,28%,-0.3%,11%,i,44,-7%
COc1ccc(C2C(C(=O)c3ccco3)=C(O)C(=O)N2c2nnc(C)s2)cc1 (stereo unspecified),i,0.4,2.1,61,11%,2.5%,-4%[20 µM],-0.1%,0%,i,54,-44%
CC(C)n1cc(CN2CCC(n3nccc3NC(=O)C3CCCC3)CC2)cn1,i,0.8,0.2,60,-4%,1.7%,-19%,-0.1%,9%,i,23,-25%
CC(C)(C)c1ccc(OCCSc2nc3ccccc3n2CC(=O)O)cc1,i,0.6,1.8,68,27%,3.9%,-22%,0.0%,3%,i,14,4%
O=c1c2ccccc2nc2ccc(NCc3ccco3)nn12,i,1.1,-0.7,47,-18%,-2.6%,-17%,-0.2%,20%,i,21,-69%
CCOc1ccc(NC(=O)CN(C)C(=O)c2ccc3c(c2)C(=O)N(CCC(C)C)C3=O)cc1OCC,i,0.5,1.8,49,2%,4.9%,7%,0.2%,-1%,i,43,-14%
CN1CCN(C(=O)c2cnn3c(C(F)(F)F)cc(-c4cccs4)nc23)CC1,i,0.6,0.6,51,1%,-1.4%,10%,-0.2%,-1%,i,50,-29%
O=[N+]([O-])c1cccc(-c2nc(Oc3ccc(Cl)cc3)c3ccccc3n2)c1,x,x,x,x,15%,-6.7%,20%,2.0%,9%,i,29,10%
CC(=O)Nc1ccc(NC(=O)COC(=O)c2ccccn2)cc1,i,0.2,1.5,40,22%,-1.2%,0%,-0.2%,-5%,i,45,-15%
O=C(c1ccc2c(c1)OCO2)N1CCC2(CC1)Oc1ccc(Cl)cc1C(=O)C21CC(c2ccc(Cl)cc2)=NO1 (stereo unspecified),x,x,6.6,91,-7%,-0.9%,14%,0.4%,6%,x,x,-9%
O=c1[nH]cc(NCCc2ccccc2)c(=O)[nH]1,i,0.1,-0.2,49,-30%,0.7%,-10%,-0.4%,17%,i,64,-61%
Cc1cccc(NC(=O)COC(=O)c2ccc3c(=O)n4c(nc3c2)CCC4)c1,i,0.7,2.4,47,11%,-1.7%,8%,0.0%,12%,i,40,-6%
CCOc1ccc(-c2nnn(CCC(=O)O)n2)cc1OC,i,1.0,0.2,87,-8%,1.1%,6%,0.2%,0%,i,10,-25%
Cc1ccc(NC(=S)NNC(=O)c2ccccc2OC(F)F)cc1,u,x,1.8,83,22%,1.4%,-6%,0.0%,32%,i,55,10%
CCc1ccc(NC(=O)CNC(=O)c2cn(-c3ccccc3OC)c(=O)c3ccccc23)cc1,i,0.9,-1.4,80,11%,1.3%,8%,-0.2%,-4%,i,14,41%
Cc1oc2cc3oc(=O)c(CCC(=O)N(C)CC(=O)O)c(C)c3cc2c1C,i,0.0,-0.6,150,1%,-3.5%,-34%,-0.1%,-7%,i,25,4%
C/C=C/c1ccc(OCc2cc(=O)n3cc(C)ccc3n2)c(OC)c1,i,0.5,-0.3,53,12%,4.2%,-9%,-0.1%,-9%,i,39,8%
COc1ccc(NC2CCCN(C(=O)c3ccc(C)nc3)C2)cc1 (stereo unspecified),i,0.5,0.9,65,4%,1.7%,12%,-0.1%,9%,i,2,-17%
COC(=O)C1=NNC2(c3ccc(C)cc3)C(=O)N(c3cccc(C)c3C)C(=O)C12 (stereo unspecified),i,0.2,0.1,66,-18%,0.5%,19%,-0.1%,-8%,i,67,-18%

# Some of these compounds in order of the T cell HTS vesicle-bound % value, ascending:
mol	T cell HTS vesicle-bound %
CCOC(=O)c1c(N)nn(C(=O)c2ccccc2)c1-c1ccccc1	52
Cc1ccc(NC(=S)NNC(=O)c2ccccc2OC(F)F)cc1	55
CCOc1c(N2CCCCC2)c(=O)c1=O	60
